Screening results (PubChem)
USP1-UAF1 inh: inhibitors of human USP1/UAF1 deubiquitinase; recombinant USP1/UAF1, Ub-Rhodamine cleavage fluorescence; 390,000 compounds, 0.23% hits; O94782; Potency, µM (highest dose often 57.1 µM), without a hit: at the highest dose activity change, negative = inhibition, usual class: inhibitors; note: potency is the fitted concentration of half-maximal effect; % is set by controls: 0 for no effect and ±100 for the full control effect; nearly all actives have a fitted effect of over 60% in size; inactives centre near -12
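Step one: compound is pinned into 1nM USP1/UAF1 in HEPES pH 7.8 buffer with TCEP. Step two: 15 min room-temperature incubation. Step three: Ub-Rho (150nM final) starts cleavage, tracked by fluorescence over six one-minute reads.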
TrxR1 inh: blocks rat thioredoxin reductase 1. O89049. recombinant rTrxR1, NADPH fluorescence consumption, selenite substrate. Potency, µM (highest dose often 114 µM), inactives show at the top dose activity change, negative = inhibition, hits mostly inhibitors. 390,000 compounds, 1% hits. AID 588453; note: potency is the fitted concentration of half-maximal effect; % is set by controls: 0 for no effect and ±100 for the full control effect; nearly all actives have a fitted effect of over 65% in size
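Rat TrxR1 (90 nM in the dispensed reagent) was pre-reduced with 400 uM NADPH for 5 min at room temperature, then incubated with compound for 15 min. After 400 uM selenite was added, NADPH fluorescence (Ex 340/Em 450 nm) was followed for 8 min.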
D2 antag: D2 dopamine receptor (human) antagonism | P14416 | HEK293 TREx D2 cells, calcium flux, dopamine EC80 | inhibition, % at 10 µM | 340,000 compounds, 2% hits; in the data active = inhibition above about 30%; note: 0% is about no effect
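Calcium flux kinetic readout in an inducible HEK293 TREx D2 line plated overnight at 30 C. After 180 s compound exposure, an EC80 dopamine challenge follows with another 180 s kinetic read to detect antagonism.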
TRHR ag: activates the human TRH receptor; P34981; TRHR cells, calcium flux fluo-8, FDSS agonist mode; activation, % at 2 µM; 360,000 compounds, 0.18% hits; AID 493084; in the data active = activation above about 30%; note: 0% is about no effect
Target sequence (P34981 whole entry, looked up): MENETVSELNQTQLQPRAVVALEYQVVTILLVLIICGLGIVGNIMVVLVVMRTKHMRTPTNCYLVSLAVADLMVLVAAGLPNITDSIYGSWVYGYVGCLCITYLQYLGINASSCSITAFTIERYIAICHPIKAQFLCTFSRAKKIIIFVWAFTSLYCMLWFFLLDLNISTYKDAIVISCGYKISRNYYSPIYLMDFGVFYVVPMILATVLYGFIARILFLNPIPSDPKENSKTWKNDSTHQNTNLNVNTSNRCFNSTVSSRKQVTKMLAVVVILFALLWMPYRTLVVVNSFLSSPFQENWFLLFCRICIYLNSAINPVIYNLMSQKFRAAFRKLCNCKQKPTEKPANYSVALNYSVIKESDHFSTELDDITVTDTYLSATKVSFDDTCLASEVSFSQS
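In this calcium-flux screen, cells bearing human TRHR are dye-loaded with fluo-8, baselined for 10 cycles, then exposed to library compounds; positive kinetic calcium responses during the agonist phase mark hits, with TRH as control.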
TrxR1 substrate: is turned over as a substrate by rat TrxR1; O89049; purified TrxR1 substrate turnover, NADPH consumption readout; Potency, µM (titrated, usually from 114 µM), for the others: at the highest dose activity change, negative = substrate turnover; 390,000 compounds, 0.01% hits; note: potency is the fitted concentration of half-maximal effect; % is set by controls: 0 for no effect and ±100 for the full control effect; nearly all actives have a fitted effect of over 50% in size
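Rat TrxR1, dispensed at 90 nM, was prereduced with 400 uM NADPH (final) for 5 min at ~22 deg C, then incubated with compound 15 min before 400 uM selenite. A first-read NADPH fluorescence drop versus no-compound background flagged substrates.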
D2 ag: activates the human D2 dopamine receptor; 340,000 compounds, 0.53% hits; HEK293 T-REx D2 cells, calcium flux agonist mode; activation, % at 2 µM; AID 485358;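 active = activation over 3 SD above normal in the single-dose calcium agonist read, cut at about 30% in these data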; note: 0% is about no effect
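In this primary screen, compounds producing a positive calcium signal within 180 s of addition to tetracycline-induced, force-coupled HEK293 Trex D2 cells are flagged; cells are dye-loaded with a no-wash calcium kit beforehand.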
Pin1 inhibitor: inhibitors of human Pin1; Q13526; Pin1 FP peptide displacement, HiFluor488, 10 min; Potency, µM (titrated, usually from 115 µM), for the others: top-dose activity, negative = inhibition, usual class: inhibitors; 390,000 compounds, 0.009% hits; AID 504891; active = well fitted inhibition curve with a large enough effect in the polarisation, with a control signal flat, not every such curve was filed as active; inconclusive = small, poorly fitted or top-dose-only effect, or effect the other way, or a change in a side signal; inactive = no such curve, though single readings can be large or run the other way; the % refers to the polarisation; note: potency is the fitted concentration of half-maximal effect; % is set by controls: 0 for no effect and ±100 for the full control effect
Target sequence (Q13526 whole entry, looked up): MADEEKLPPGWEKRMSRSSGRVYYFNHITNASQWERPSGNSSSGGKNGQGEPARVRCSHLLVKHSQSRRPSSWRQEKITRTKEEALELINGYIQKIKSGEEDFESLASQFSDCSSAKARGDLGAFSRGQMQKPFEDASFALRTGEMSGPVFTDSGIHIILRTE
IDH1 R132H inh: human IDH1 R132H inhibition | IDH1-R132H enzyme, NADPH consumption, diaphorase/resazurin fluorescence | Potency, µM (titrated, usually from 76.6 µM), without a hit: top-dose activity change, negative = inhibition, hits mostly inhibitors | 390,000 compounds, 0.093% hits; note: potency is the fitted concentration of half-maximal effect; % is set by controls: 0 for no effect and ±100 for the full control effect; nearly all actives have a fitted effect of over 65% in size
Target sequence (O75874 whole entry R132H, stated change not applied): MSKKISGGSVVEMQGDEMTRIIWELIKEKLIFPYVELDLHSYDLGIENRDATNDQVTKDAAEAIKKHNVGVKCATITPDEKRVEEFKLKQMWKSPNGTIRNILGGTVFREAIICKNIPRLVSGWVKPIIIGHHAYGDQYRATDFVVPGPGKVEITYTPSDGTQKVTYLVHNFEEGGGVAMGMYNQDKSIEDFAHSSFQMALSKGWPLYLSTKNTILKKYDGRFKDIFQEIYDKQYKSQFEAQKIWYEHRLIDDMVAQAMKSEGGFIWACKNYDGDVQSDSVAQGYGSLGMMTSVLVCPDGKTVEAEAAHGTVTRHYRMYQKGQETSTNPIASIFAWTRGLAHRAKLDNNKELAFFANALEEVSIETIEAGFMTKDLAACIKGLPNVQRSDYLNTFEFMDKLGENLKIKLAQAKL
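IDH1-R132H (0.5 ug/mL) preincubated 30 min with compound, then NADPH (0.016 mM) and alpha-KG (2 mM) added; 80 min at RT, pH 7.5. Remaining NADPH coupled via diaphorase/resazurin to fluorescence (540/590 nm); concentration-response curves normalized to no-enzyme control.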
TRHR PAM: TRH receptor (human) allosteric enhancement. P34981. TRHR cells, fluo-8 calcium fluorescence, EC20 TRH enhancement. enhancement, % at 2 µM. 360,000 compounds, 0.66% hits; in the data active = enhancement above about 30%; note: 0% is about no effect
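TRHR-expressing cells loaded with fluo-8 calcium dye were read kinetically (ex 480/em 530) during compound addition, then stimulated with an EC20 of TRH (10 nM final). Enhancement of the Gq-mediated intracellular calcium response was scored.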
* marks the source's active call; other numbers are inactive results; ? = inconclusive; / = not tested or not shown; & = joins results of further samples; [ ] = dose if it differs, or a comment. Unless noted, calls come from the whole dose curve; as a rule, active = well fitted inhibition curve with a large enough effect; inconclusive = small, poorly fitted or top-dose-only effect; inactive = no such curve, though single readings can be large or run the other way.

The first three records as a preview:
Compound	USP1-UAF1 inh	TrxR1 inh	D2 antag	TRHR ag	TrxR1 substrate	D2 ag	Pin1 inhibitor	IDH1 R132H inh	TRHR PAM
CCC(N=c1cc(-c2ccc(OC)cc2)oc2ccc(C)cc12)C(=O)O (centres undefined)	-14.1%	-28.3%	-4.0	-0.3	700.7%[activator]	0.0	5.0%	2.8%	-2.6
CC(C)=CCC/C(C)=C/CNC(=O)C[C@H]1C[C@H](C(=O)N2CCOCC2)[C@@]2(C)c3[nH]c4ccc(Cl)cc4c3CCN2C1=O	-19.7%	33.7%	/	/	-2.9%	/	-2.7%	-3.2%	/
CC(C)(C)C(=O)NC1CCN(S(=O)(=O)c2cccc(C(F)(F)F)c2)CC1	1.9%	6.1%[57.1 µM]	-1.0	-0.7	0.0%[57.1 µM]	0.4	2.8%	-1.8%	10.2

The whole of this part, repeating the preview:
Compound	USP1-UAF1 inh	TrxR1 inh	D2 antag	TRHR ag	TrxR1 substrate	D2 ag	Pin1 inhibitor	IDH1 R132H inh	TRHR PAM
CCC(N=c1cc(-c2ccc(OC)cc2)oc2ccc(C)cc12)C(=O)O (centres undefined)	-14.1%	-28.3%	-4.0	-0.3	700.7%[activator]	0.0	5.0%	2.8%	-2.6
CC(C)=CCC/C(C)=C/CNC(=O)C[C@H]1C[C@H](C(=O)N2CCOCC2)[C@@]2(C)c3[nH]c4ccc(Cl)cc4c3CCN2C1=O	-19.7%	33.7%	/	/	-2.9%	/	-2.7%	-3.2%	/
CC(C)(C)C(=O)NC1CCN(S(=O)(=O)c2cccc(C(F)(F)F)c2)CC1	1.9%	6.1%[57.1 µM]	-1.0	-0.7	0.0%[57.1 µM]	0.4	2.8%	-1.8%	10.2
COc1ccccc1CN1CCN(Cc2cc(OC)c(OC)cc2OC)CC1	-6.4%	28.1%	-0.8	-0.5	3.6%	-2.0	-3.3%	10.2%	-1.4
COc1ccc(S(=O)(=O)N2CCN3CCCC3C2)cc1 (centres undefined)	-12.1%	20.0%	-7.4	0.0	0.1%	-1.0	-1.0%	9.6%	1.3
COc1ccc(-c2csc(N(CCCN(C)C)C(=O)c3ccc(C(C)(C)C)cc3)n2)cc1	-20.9%	7.5%[57.1 µM]	4.1	0.2	-6.8%	0.5	0.4%	6.4%	7.4
COc1ccc(C(CCN2CCCCC2)c2c(OC)cc(OC)c3c(-c4ccccc4)cc(=O)oc23)cc1 (centres undefined)	-2.1%	-5.8%&-8.9%	-8.0	1.4	-8.0%&-4.2%	7.9	?	-2.3%	4.9
Cc1cc(NC(=O)CN2CCCC(C)C2)n(-c2nc3ccccc3s2)n1 (centres undefined)	-3.2%	3.5%[11.4 µM]	17.7	-0.1	1.0%[11.4 µM]	0.2	0.1%	4.9%	6.4
COC(=O)c1cc(S(=O)(=O)N2CCCCC2)ccc1N1CCOCC1	-18.0%	-5.1%	-4.6	1.0	-5.2%	1.6	2.0%	1.4%	2.6
COC(=O)C1=C(C)N(c2ccc(OC)c(OC)c2)C(=O)/C1=C\c1cccs1	-20.8%	24.8%[57.1 µM]	-18.1	0.9	-15.9%[57.1 µM]	2.3	9.8%	4.9%	-5.6
CCC1=Nc2cc(C(=O)NCCN3CCOCC3)ccc2Sc2ccc(C)cc21	-18.7%	4.4%	-11.8	-0.5	-0.9%	-0.5	0.4%	0.0%	-0.8
CC(=O)NC1C(OCc2cccc(Br)c2)OC(COC(C)=O)C(OC(C)=O)C1OC(C)=O (centres undefined)	-10.8%	40.8%[activator][57.1 µM]	2.4	0.2	-0.4%[57.1 µM]	0.4	-2.9%	3.4%	4.9
Nc1ccc(CN2CCOCC2)cc1	-16.9%	-7.5%	-6.0	-1.6	-7.1%	0.3	-2.7%	0.0%	4.4
CC(C)[C@H](NS(=O)(=O)c1ccc2c(c1)OCCO2)C(=O)OCC(=O)Nc1cc(Cl)ccc1Cl	-18.7%	-2.2%	-6.5	-0.6	-10.0%	-0.4	-1.1%	6.3%	0.5
Cc1ccc(CNC(=O)C2CCN(S(=O)(=O)c3cnc[nH]3)CC2)cc1	?	19.0%	/	0.5	13.1%	/	5.3%	0.7%	1.5
Cc1ccc(OCCCSc2n[nH]c(N)n2)cc1	-6.5%	26.1%	-1.3	0.7	9.5%	1.3	15.3%	-1.1%	1.9
Cc1ccc(CN(C)C(=O)c2cccc(S(=O)(=O)N3CCCC3)c2)cc1	-19.9%	13.4%	-19.2	-0.3	-2.5%	0.1	-1.6%	11.9%	-3.5
O=C(CN1CCc2ccccc2C1)N1CCN(S(=O)(=O)c2ccccc2)CC1	-3.7%	9.7%	7.3	-0.7	4.7%	35.1*	-7.5%	1.3%	-3.2
O=C(NCC1CCCO1)c1cccc(NS(=O)(=O)c2ccccc2)c1 (centres undefined)	-17.4%	-4.5%	-1.1	0.3	-1.9%	-1.1	-9.4%	-0.6%	-5.5
O=C(Cn1ncc2c(=O)oc3ccccc3c21)N1CCN(c2ccccn2)CC1	-15.6%	9.0%[57.1 µM]	-3.5	0.0	4.1%	-0.4	-3.3%	3.8%	3.1

Continuation.
| mol | USP1-UAF1 inh | TrxR1 inh | D2 antag | TRHR ag | TrxR1 substrate | D2 ag | Pin1 inhibitor | IDH1 R132H inh | TRHR PAM |
| --- | --- | --- | --- | --- | --- | --- | --- | --- | --- |
| COc1ccccc1CNC(=O)CCCc1ccccc1 | -15.3% | -10.1% | 8.2 | -0.8 | -3.2% | -0.5 | 1.1% | -2.4% | -1.1 |
| CC1CCN(S(=O)(=O)c2ccc3c(c2)N(CC(=O)N2CCN(c4ccc(Cl)cc4)CC2)C(=O)CO3)CC1 | -28.4% | 13.9% | / | 0.0 | 1.4% | 0.5 | 0.3% | -2.7% | -6.5 |
| O=C(Cc1ccccc1Cl)Nc1cccc(S(=O)(=O)N2CCOCC2)c1 | -13.7% | -4.6% | 1.1 | 0.1 | -4.3% | 0.8 | -3.1% | 1.4% | 1.9 |
| Cc1cc(-c2nn3c(C)nnc3s2)ccc1NC(=O)C(C)(C)C | -22.8% | 12.7% | / | / | 1.9% | / | -8.5% | -3.0% | / |
| Cc1ccc(C)c(Nc2nc3ccc(C)cc3n3cnnc23)c1 | 0.3% | 4.5%[57.1 µM] | -12.9 | 0.7 | 12.5%[57.1 µM] | -0.5 | 25.5% | 22.8% | -1.7 |
| COc1ccc(NC(=O)C2CCN(C(=O)c3cccs3)CC2)cc1 | 1.1% | 4.2% | 9.9 | -0.8 | 8.9%[57.1 µM] | -0.9 | -10.2% | 3.4% | -2.4 |
| Cc1nn(C)cc1C(=O)Nc1cc(Oc2ccc(Cl)cc2)cc([N+](=O)[O-])c1 | -7.9% | 10.3% | 7.4 | 0.3 | 4.3% | 1.4 | 2.3% | 6.5% | 2.1 |
| CSc1ccc(/C=N\Nc2nncn2N)cc1 | -28.0% | 0.1%[2.29 µM] | 3.7 | -0.5 | -2.7%[57.1 µM] | -0.3 | 0.8% | 3.5% | -8.1 |
| COc1ccccc1-c1noc(-c2ccc(NC3CCCC3)c([N+](=O)[O-])c2)n1 | -5.4% | -8.5% | / | -0.2 | -1.6% | 3.7 | -0.1% | -5.4% | 11.2 |
| COC(=O)c1cc(COc2ccc3c4c(c(=O)oc3c2)CCC4)c(C)o1 | / | / | -1.5 | 1.7 | / | 0.7 | / | / | -4.2 |
| CC1(C)CC(=O)C2=C(C1)Nc1[nH]n(-c3ccccc3)c(=O)c1C2c1ccc2c(c1)OCO2 (centres undefined) | -13.9% | ? | -1.1 | -0.2 | -3.0% | 0.3 | -10.1% | -0.8% | -6.1 |
| O=C(C=Cc1cccnc1)c1ccccc1 | -16.5% | 28.2µM* | / | / | -7.0% | / | -0.6% | 1.1% | / |
| CCn1ccc2c(OCC(=O)Nc3ccccc3C)cccc2c1=O | -22.4% | 2.8%[57.1 µM] | / | -0.2 | 4.5%[57.1 µM] | / | -2.8% | 10.4% | 0.1 |
| CCn1cc(S(=O)(=O)NCCc2ccccc2OC)cn1 | -15.6% | 29.3% | 5.8 | -0.8 | 4.9% | -0.6 | 2.2% | 10.0% | -2.4 |
| O=C(NCC1CCCCC1)C1CCN(C(=O)NC2CCCCC2)CC1 | -1.7% | 13.8% | -3.8 | 0.1 | 6.0% | 0.8 | -3.0% | 2.3% | 5.8 |
| CCOc1cc(C(=O)NCCOC)cc(OCC)c1OCC | -10.8% | 9.4%[57.1 µM] | 1.0 | -0.1 | 11.3%[57.1 µM] | -0.2 | -5.1% | 0.9% | -1.2 |
| Cc1ccc(C(=O)CSc2ccc(-c3ccccc3)nn2)cc1 | -13.0% | -2.4% | -3.1 | 0.8 | -9.0% | 1.0 | 29.9% | 7.3% | 4.2 |
| COc1ccc(NC(=O)Nc2ccc(CC(=O)O)cc2)cc1 | -15.1% | 8.8%[57.1 µM] | 11.5 | 0.4 | -0.4%[57.1 µM] | 2.4 | -6.6% | 7.5% | -0.6 |
| CC1CCCN(CCCNC(=O)c2nn(C)c3c2CSc2ccccc2-3)C1 (centres undefined) | -20.6% | 4.4% | -1.8 | -0.4 | 0.9% | -0.1 | -2.8% | -7.6% | -3.0 |
| Cc1ccc2c(CN3C(=O)NC(C)(c4ccc5c(c4)OCO5)C3=O)cc(=O)oc2c1 (centres undefined) | -15.8% | 24.7% | -7.4 | -0.2 | 6.8% | 0.4 | 29.3% | 7.5% | 5.8 |

Rewritten field by field: part of the list above
CCn1cc(S(=O)(=O)NCCc2ccccc2OC)cn1
  USP1-UAF1 inh: -15.6% | TrxR1 inh: 29.3% | D2 antag: 5.8 | TRHR ag: -0.8 | TrxR1 substrate: 4.9% | D2 ag: -0.6 | Pin1 inhibitor: 2.2% | IDH1 R132H inh: 10.0% | TRHR PAM: -2.4
Cc1ccc2c(CN3C(=O)NC(C)(c4ccc5c(c4)OCO5)C3=O)cc(=O)oc2c1 (centres undefined)
  USP1-UAF1 inh: -15.8% | TrxR1 inh: 24.7% | D2 antag: -7.4 | TRHR ag: -0.2 | TrxR1 substrate: 6.8% | D2 ag: 0.4 | Pin1 inhibitor: 29.3% | IDH1 R132H inh: 7.5% | TRHR PAM: 5.8

This is a subset; the hit share may differ from the screen's.
